Compound activity deposited in PubChem by National Center for Advancing Translational Sciences (NCATS).
EPAC1 antagonist: qHTS for Antagonist of cAMP-regulated guanine nucleotide exchange factor 3 (EPAC1): primary screen; EPAC1 GEF assay, Rap1b-BODIPY-GDP exchange fluorescence; Rap guanine nucleotide exchange factor 3 (Homo sapiens), O95398; Potency, µM (series often up to 115 µM), for inactives: at the highest dose activity change, negative = inhibition, hits mostly inhibitors; 360,000 compounds, 0.14% hits;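 further: potency means the concentration at half of the fitted maximal effect; plate controls were vehicle for no effect and positive control for full effect; nearly all actives have a fitted effect of over 50% in size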
EPAC1 ag: qHTS for Agonist of cAMP-regulated guanine nucleotide exchange factor 3 (EPAC1): primary screen. AID 720707, 2013. Potency, µM (series often up to 154 µM), without a hit: top-dose activation, usual class: activators. Rap guanine nucleotide exchange factor 3 (Homo sapiens), O95398. 360,000 compounds, 0.073% hits. EPAC1 agonist qHTS, biochemical assay; response scale: 100% = response to 6.5 mM cAMP; further: potency means the concentration at half of the fitted maximal effect; nearly all actives have a fitted effect of over 60% in size
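Compounds were pinned as a concentration titration into mixtures of EPAC1 (100 nM), BODIPY-GDP-loaded Rap1B (250 nM) and GDP (50 uM). After 5 min at room temperature, fluorescence was followed for 30 min; activity was scaled to 6.5 mM cAMP.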
WRN helicase inh: qHTS for Inhibitors of WRN Helicase; Bifunctional 3'-5' exonuclease/ATP-dependent helicase WRN (Homo sapiens), Q14191; WRN helicase unwinding, fluorescent forked duplex, kinetic; Potency, µM (highest dose often 114 µM), for inactives: at the highest dose activity change, negative = inhibition, usual class: inhibitors; 360,000 compounds, 0.46% hits; further: potency means the concentration at half of the fitted maximal effect; on the % scale 0 is the no-effect control and ±100 the full control effect; nearly all actives have a fitted effect of over 55% in size
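Enzyme (20 nM final) and test compound sit together 15 min at room temperature before substrate addition. Substrate is a single-forked duplex oligonucleotide (100 nM) labelled with fluorophore and quencher, with 2 mM ATP; helicase unwinding raises red fluorescence, read kinetically.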
Mm-Cpn inhibitor: Inhibitors of TCP-1 ring complex (TRiC) of Methanococcus maripaludis (MmCpn): qHTS | purified Mm-Cpn ATPase, ADP Transcreener TR-FRET | Chaperonin Mm-Cpn (Methanococcus maripaludis) | AID 504842, 2011 | 330,000 compounds, 0.031% hits | Potency, µM (titrated, usually from 76.9 µM), for the others: top-dose activity, negative = inhibition, most hits filed as inhibitors; further: potency means the concentration at half of the fitted maximal effect; on the % scale 0 is the no-effect control and ±100 the full control effect; nearly all actives have a fitted effect of over 80% in size
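TR-FRET (320 nm excitation; 590 and 665 nm emission) reports ADP made from 10 uM ATP by 25 nM enzyme; compounds were preincubated 10 min, reaction run 30 min, both at 37°C.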
CCT chaperon mod: High-Throughput Screening for Modulators of Cytosolic Chaperonin Activity. purified chaperonin ATPase assay, HTRF ADP detection, 30 min. activity change, % (no concentration beside the values), hits read low. 360,000 compounds, 0.3% hits. AID 651819, 2012; in the data active means activity change below about -30%; further: on the % scale 0 is the no-effect control and ±100 the full control effect
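TRiC (40 or 20 nM final, by batch activity) in 30 mM Tris pH 7.4, 100 mM KCl, 5 mM MgCl2, 1 mM DTT was treated with compound at 76 uM single dose, then 10 uM ATP, 30 min at 37 °C. ADP was read by HTRF Transcreener.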
EPAC2 antag: qHTS for Antagonist of cAMP-regulated guanine nucleotide exchange factor 2 (EPAC2): primary screen. Rap guanine nucleotide exchange factor 4 (Homo sapiens), Q8WZA2. EPAC2 GEF exchange of Rap1B-BODIPY-GDP, fluorescence. Potency, µM (titrated, usually from 114 µM), inactives show at the top dose activity, negative = inhibition, hits mostly inhibitors. 360,000 compounds, 0.18% hits. AID 720708, 2013; further: potency means the concentration at half of the fitted maximal effect; on the % scale 0 is the no-effect control and ±100 the full control effect; nearly all actives have a fitted effect of over 45% in size; many of its hits are not listed in these tables
PLK1 PBD inh: qHTS for Inhibitors of PLK1-PDB (polo-like kinase 1 - polo-box domain): Primary Screen; Potency, µM, for inactives: max response, negative = inhibition, usual class: inhibitors; 360,000 compounds, 2.8% hits; Serine/threonine-protein kinase PLK1 (Homo sapiens), P53350; Plk1 PBD binding of FITC phosphopeptide, fluorescence polarization; further: potency means the concentration at half of the fitted maximal effect; series mostly up to about 57 µM; on the % scale 0 is the no-effect control and ±100 the full control effect; nearly all actives have a fitted effect of over 65% in size
Target sequence (P53350 whole entry, looked up, the tested form may be a part): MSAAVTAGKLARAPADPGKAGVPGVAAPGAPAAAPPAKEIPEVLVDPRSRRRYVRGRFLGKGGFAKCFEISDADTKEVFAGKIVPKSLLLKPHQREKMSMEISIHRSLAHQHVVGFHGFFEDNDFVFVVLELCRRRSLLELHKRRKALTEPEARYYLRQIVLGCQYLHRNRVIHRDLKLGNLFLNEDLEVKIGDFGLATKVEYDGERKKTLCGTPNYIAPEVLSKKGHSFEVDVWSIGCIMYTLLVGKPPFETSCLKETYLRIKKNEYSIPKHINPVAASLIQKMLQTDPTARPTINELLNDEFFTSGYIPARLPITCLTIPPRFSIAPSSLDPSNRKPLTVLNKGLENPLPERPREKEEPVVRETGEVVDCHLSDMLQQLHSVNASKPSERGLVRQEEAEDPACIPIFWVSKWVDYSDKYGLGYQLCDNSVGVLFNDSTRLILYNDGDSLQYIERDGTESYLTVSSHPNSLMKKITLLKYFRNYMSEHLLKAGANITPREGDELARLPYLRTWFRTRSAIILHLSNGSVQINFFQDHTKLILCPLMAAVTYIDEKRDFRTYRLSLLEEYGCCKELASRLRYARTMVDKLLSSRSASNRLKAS
PI5P4K alpha inh: qHTS for Inhibitors of phosphatidylinositol 5-phosphate 4-kinase (PI5P4K). Phosphatidylinositol 5-phosphate 4-kinase type-2 alpha (Homo sapiens), P48426. PI5P4Kalpha enzyme, ADP-Glo luminescence, 60 min; hits give low values. max response, %. 330,000 compounds, 1.2% hits. AID 652105, 2013; active means max response of -50% or lower; inconclusive means between -30% and -50%; inactive means -30% or higher; further: value at the top dose of about 77 µM; on the % scale 0 is the no-effect control and ±100 the full control effect
Target sequence (P48426 whole entry, looked up): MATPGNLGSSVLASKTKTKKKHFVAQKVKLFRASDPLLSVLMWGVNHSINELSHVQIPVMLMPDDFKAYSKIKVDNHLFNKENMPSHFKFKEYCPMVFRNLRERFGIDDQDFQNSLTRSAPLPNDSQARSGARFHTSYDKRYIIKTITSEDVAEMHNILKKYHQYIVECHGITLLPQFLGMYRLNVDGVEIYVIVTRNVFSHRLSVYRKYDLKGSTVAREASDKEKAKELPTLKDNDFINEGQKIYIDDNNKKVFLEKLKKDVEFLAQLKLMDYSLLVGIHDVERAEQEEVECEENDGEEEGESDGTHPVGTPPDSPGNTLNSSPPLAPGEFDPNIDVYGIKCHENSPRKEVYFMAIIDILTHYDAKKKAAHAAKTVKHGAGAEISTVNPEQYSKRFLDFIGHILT
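Quantitative HTS of the MLSMR library against PI5P4Kalpha with substrate. ATP added last at 5 microM final; room temperature, 60 minutes. Remaining ATP depleted, ADP converted and read as luminescence.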
Active calls of the source: *; ? = inconclusive; · = no result given; [ ] = dose if it differs, or a comment. Unless noted, the call rests on the fitted dose curve; in most records, active means well fitted curve in the direction sought with a large enough effect; inconclusive means small, poorly fitted or top-dose-only effect, or another doubt; inactive means no such curve, though single readings can be large; an effect the other way counts as inactive or inconclusive.

EPAC1 ag | Mm-Cpn inhibitor | WRN helicase inh | EPAC1 antagonist | CCT chaperon mod | PLK1 PBD inh | EPAC2 antag | PI5P4K alpha inh | SMILES
-11% | 0% | -30% | -17% | 0.9 | ? | -15% | ? | O=C(O)C1CCCCC1C(=O)Nc1nc(-c2ccc(Cl)s2)cs1 (centres undefined)
-1% | · | 1% | 3% | -3.6 | 4% | 10% | -4 | COC(=O)N1[C@H](C)C=C[C@]1(Cc1ccccc1)C(=O)OC
6% | -5% | -21% | 8% | -0.5 | -14% | -2% | 4 | CC(C)=CCN1CCN(Cc2c[nH]c3ccccc23)CC1CCO (centres undefined)
-19% | 2% | 5% | -2% | 0.0 | 3% | -11% | 10 | CC(C)(C)c1ccc(C(=O)N2CCC(=O)N(C(COCc3ccccc3)Cc3ccccc3)CC2)cc1 (centres undefined)
-8% | -2% | 16% | 1% | -1.6 | -3% | 2% | 4 | CC(=O)Nc1nnc(C)s1
-551%[inhibitor] | -10% | -14%[57.1 µM] | 89µM* | -3.2 | ? | 216%[activator] | -6 | CCCCCCN1C=CC=C/C1=C/C=C(C#N)C#N
13% | · | 0% | -13% | 0.4 | -5% | 0% | 4 | CCC(NC(=O)c1cncc(Br)c1)c1ccccc1 (centres undefined)
6% | · | 0% | -15% | -3.7 | -13% | -12% | 0 | COc1ccc2oc(N)nc2c1
7% | -1% | 1% | -3% | -1.8 | -3% | 0% | · | CCSc1ccccc1C(=O)NCc1ccc2c(c1)OCO2
3% | 1% | -3% | 0% | -3.3 | -5% | 3% | -11 | NC(=S)N=Nc1c(O)n(Cc2ccc(F)cc2)c2ccccc12
-7% | 2% | -11% | -12% | 0.5 | -4% | -12% | -5 | Cc1ccc(NC(=O)COc2cccnc2[N+](=O)[O-])cc1S(=O)(=O)N1CCCCC1
10% | · | -2%[11.6 µM] | -3% | -1.4 | -13% | 0% | 1 | COc1cc(N)c2ncccc2c1Br
14% | -3% | -9% | -12% | -0.6 | -7% | -25% | -1 | COc1ccc(OC)c(C(=O)NC2CCSc3ccccc32)c1 (centres undefined)
4% | · | -1% | 1% | 1.1 | 4% | -2% | 1 | CCOc1ccc(NS(=O)(=O)c2ccc(C(=O)N(C)CC(=O)Nc3ccccc3Br)cc2)cc1
-3% | -1% | 5% | 13% | -1.5 | 1% | 15% | -2 | COCC(=O)NC(C)c1nc2ccccc2[nH]1 (centres undefined)
0% | -1% | -3% | -12% | -2.9 | 4% | -1% | 2 | Cc1cc(C(=O)NNC(=O)c2ccc(F)cc2)c(C)s1
-1% | -1% | -1% | 11% | -0.2 | 1% | 1% | 5 | COC(=O)Nc1ccc(S(=O)(=O)N2CCCC(C(=O)N3CCC(C)CC3)C2)cc1 (centres undefined)
19% | 1% | -33% | -16% | 0.1 | -10% | -4% | 0 | Clc1ccccc1CSc1nnc(/C=C/c2ccccc2)o1
11% | 1% | -29%[57.1 µM] | 2% | -1.9 | -17% | 5% | -3 | Cc1onc(C(=O)NCc2ccccn2)c1[N+](=O)[O-]
3% | · | -10% | -9% | -1.1 | -4% | -4% | 7 | CCO[C@@H]1OC(C(=O)NCc2nc3ccccc3[nH]2)=C[C@H](C)[C@H]1CCCO
-1% | 1% | -5%[57.1 µM] | -5% | -3.9 | -22% | 1% | -3 | Cc1c(NC(=O)CSc2nnnn2-c2ccc(C(=O)O)cc2)c(=O)n(-c2ccccc2)n1C
-1% | · | 5% | -9% | -1.7 | -11% | -25% | 2 | Clc1nc2ccccc2cc1-c1nnn(-c2ccccc2)n1
6% | -1% | -6% | -9% | -2.5 | -1% | 8% | 1 | CCC(=O)N1CCc2cc(Br)cc(S(=O)(=O)N(C)c3ccc(OC)cc3)c21
2% | 1% | -5%[11.6 µM] | -9% | -1.8 | -9% | -1% | -56* | [O-]c1c[n+](-c2ccc(-[n+]3cc([O-])on3)cc2)no1
2% | -1% | -5% | -13% | -1.5 | -11% | 3% | -9 | CCn1c(C)cc(/C=C2\NC(=O)N(CC(=O)Nc3cccc(C)c3)C2=O)c1C
0% | · | -5% | -4% | 0.1 | -10% | 1% | 0 | CCOc1ccc(CCN2C(=S)N([C@@H](CC(C)C)CN3CCCC3CN3C(=S)NC[C@@H]3Cc3ccccc3)C[C@@H]2CC(C)C)cc1 (some centres undefined)
4% | 2% | 6% | -10% | -2.0 | -10% | 7% | 6 | Cc1cc(NC(=O)NN2CCOCC2)nn1-c1c(Cl)cc(Cl)cc1Cl
0% | -1% | 8% | 0% | -6.6 | -6% | -3% | 10 | Cc1cccc(N(Cc2ccccc2)C(=O)c2cccc(S(=O)(=O)N3CC(C)OC(C)C3)c2)c1 (centres undefined)
2% | -1% | -24%[57.1 µM] | 9% | -0.9 | -26% | -10% | · | O=C(O)c1ccc(COc2c(F)c(F)c(F)c(F)c2F)o1
9% | ? | 2% | -7% | 1.1 | -2% | 0% | 2 | CC(NC(=O)c1ccc(Cl)cc1)C1CC2CCC1C2 (centres undefined)

Three compounds out of the list, ordered by count of non-hydrogen atoms, lowest first:
EPAC1 ag | Mm-Cpn inhibitor | WRN helicase inh | EPAC1 antagonist | CCT chaperon mod | PLK1 PBD inh | EPAC2 antag | PI5P4K alpha inh | SMILES
2% | -1% | -24%[57.1 µM] | 9% | -0.9 | -26% | -10% | · | O=C(O)c1ccc(COc2c(F)c(F)c(F)c(F)c2F)o1
7% | -1% | 1% | -3% | -1.8 | -3% | 0% | · | CCSc1ccccc1C(=O)NCc1ccc2c(c1)OCO2
3% | · | -10% | -9% | -1.1 | -4% | -4% | 7 | CCO[C@@H]1OC(C(=O)NCc2nc3ccccc3[nH]2)=C[C@H](C)[C@H]1CCCO

The list continues.
EPAC1 ag | Mm-Cpn inhibitor | WRN helicase inh | EPAC1 antagonist | CCT chaperon mod | PLK1 PBD inh | EPAC2 antag | PI5P4K alpha inh | SMILES
-5% | -2% | -9% | ? | -1.7 | -25% | -14% | 7 | Nc1ncc2c(n1)-c1cc(Cl)ccc1SC2
10% | 0% | -6% | -9% | -0.8 | -16% | -8% | 6 | Cc1ccc(-c2nn(C)c(=O)c3ccccc23)cc1S(=O)(=O)NCCN(C)C
3% | -4% | 11% | 0% | -1.9 | -11% | -1% | 4 | NC(=O)C1CCN(C(=O)COCc2cc(-c3ccc4c(c3)OCO4)on2)CC1
8% | 0% | 1% | -2% | -1.3 | -9% | -2% | 1 | CN(C)CCCOc1ccc(C(C)(C)c2ccccc2)cc1
-1% | -4% | -14% | -14% | -0.2 | -3% | 5% | 10 | CCCn1nc(Oc2nc(N(C)C)nc(N(C)C)n2)ccc1=O
10% | 2% | 19% | 9% | -2.2 | -2% | -1% | -4 | COc1ccc(Br)cc1/C=N/NC(=O)C(c1ccncc1)N1CCOCC1 (centres undefined)
-12% | · | -7% | -11% | -4.6 | -12% | 5% | -7 | CC(C)CC(NC(=O)OCc1ccccc1)C(=O)NC(Cc1ccccc1)C(=O)CCl (centres undefined)
10% | 4% | 5% | 20% | 0.8 | -2% | -3% | 1 | Cc1cccc(NS(=O)(=O)c2c(C)noc2C)c1
7% | 1% | -29%[57.1 µM] | -22% | -1.9 | -9% | -7% | -7 | O=C(N/N=C/c1ccco1)c1cc(Br)ccc1OCc1ccccc1
-1% | -1% | -4% | 1% | 1.5 | 0% | 6% | 3 | CCOC(=O)c1c(C)[nH]c2cc(Br)c(OC)cc12
-7% | -18% | -5% | -3% | -1.9 | 3% | 11% | 4 | COc1ccc(C(=O)NCc2nnc(SCC(=O)Nc3nc4ccccc4s3)o2)cc1
8% | 0% | -32%[57.1 µM] | -6% | -1.5 | -10% | 8% | -5 | COc1ccc(OC)c(NC(=S)NCc2cccs2)c1
-2% | 0% | -16% | 1% | 2.1 | -3% | 4% | 6 | COc1ccc(OC)c(NC(=O)CCN2CCCCCC2)c1
13% | -2% | -15% | -24% | -0.5 | 5% | -4% | -51* | COc1cc(/C=C2/SC(=Nc3ccc(O)cc3)NC2=O)cc(OC)c1O
-6% | -2% | -8% | 8% | 0.4 | -8% | 3% | -3 | O=C(OCC(=O)N1CCc2ccccc21)c1ccc([N+](=O)[O-])cc1

Reformatted: results already given
Value order – EPAC1 ag	Mm-Cpn inhibitor	WRN helicase inh	EPAC1 antagonist	CCT chaperon mod	PLK1 PBD inh	EPAC2 antag	PI5P4K alpha inh
> Cc1cc(C(=O)NNC(=O)c2ccc(F)cc2)c(C)s1
 : 0%	-1%	-3%	-12%	-2.9	4%	-1%	2
> COC(=O)Nc1ccc(S(=O)(=O)N2CCCC(C(=O)N3CCC(C)CC3)C2)cc1 (centres undefined)
 : -1%	-1%	-1%	11%	-0.2	1%	1%	5
> Clc1ccccc1CSc1nnc(/C=C/c2ccccc2)o1
 : 19%	1%	-33%	-16%	0.1	-10%	-4%	0

Later entries.
EPAC1 ag | Mm-Cpn inhibitor | WRN helicase inh | EPAC1 antagonist | CCT chaperon mod | PLK1 PBD inh | EPAC2 antag | PI5P4K alpha inh | SMILES
6% | -3% | -6% | ? | -4.6 | -6% | -2% | -1 | O=C(COc1ccccc1)Nn1c(-c2ccccc2)nc2ccccc2c1=O
10% | 0% | 10% | -10% | 0.8 | -16% | 10% | -5 | O=C(OCC(=O)N1CCOCC1)c1ccc2ccccc2c1
17% | 0% | -23% | ? | -7.3 | -9% | 3% | 6 | CCc1nccn1S(=O)(=O)c1ccc(C)c(C)c1
-3% | -8% | -7% | -15% | -2.1 | 30µM* | -11% | ? | Cc1ccc(NC(=S)NNC(=S)NCc2ccccc2)cc1
11% | · | -3% | 1% | -0.2 | -4% | -18% | 39 | Nc1ccc2ccccc2c1N=Nc1ccccc1
11% | -2% | 7% | 0% | -3.1 | 1% | 4% | 5 | Cn1ccc(C(=O)N/N=C/c2ccncc2)n1
? | · | 2% | 1% | · | -13% | 2% | -5 | O=C(NC1CCCC1)C1C(c2ccc(C(F)(F)F)cc2)=Nc2ccccc2N1C(=O)c1cccc2ccccc12 (centres undefined)

An excerpt (hit frequency here may not be typical).
